Bioassay records as filed in PubChem BioAssay.
mouse EphA4 binding = inhibitors of EphA4 binding to KYL peptide, primary screen, biochemical, colorimetric, mouse EphA4 (AID 689). 62,000 compounds, 0.1% hits. Ephrin type-A receptor 4 (Mus musculus). EphA4-AP binding to KYL peptide, pNPP A405; higher % means a stronger effect. inhibition, % at 10 µM, or IC50 in µM where a hit was titrated; in the data active = a potency from the dose series; inactive = the rest, 99 in 100 with inhibition below about 22%
* = called active by the depositor; & = joins results of further samples. These rows are one share of the data (hit frequency here may not be typical).

| compound | mouse EphA4 binding |
| --- | --- |
| O=C(NCCN1CCCCC1)c1cc(OCC(F)(F)F)ccc1OCC(F)(F)F | 0% |
| O=C(c1cccs1)N(C(=O)c1cccs1)c1ccccn1 | 4% |
| COc1ccc(Cl)cc1NC(=O)C1=C(C)NC(=O)NC1c1ccc(Br)cc1 (stereo not drawn) | 5% |
| CN(C)CCNC(=O)C(C(=O)c1ccc(F)cc1)n1ccccc1=O (stereo not drawn) | -6% |
| Cc1ccc(-c2csc3ncnc(Sc4nnc(CN5CCCCCC5=O)o4)c23)cc1 | -8% |
| COc1ccc(CCCc2nnc(SCC(=O)Nc3ccc(C)c(C)c3)o2)cc1 | -4% |
| COc1cc(CNc2ccccc2Oc2cc(=O)n(C)c(=O)n2C)cc(OC)c1OC | -9% |
| O=C(NC1CCCCC1)C1CCN(S(=O)(=O)N2CCCCCC2)CC1 | 3% |
| COC(=O)c1ccc(OCC(=O)c2ccc(O)cc2O)cc1 | -3% |
| COc1ccc(C2C=C(Nc3ccccc3)C(=O)N2c2ccccc2)c(OC)c1 (stereo not drawn) | 14% |
| O=S(=O)(c1ccccc1)n1ccc(-c2cnc(-c3ccccc3)s2)n1 | -25% |
| Cc1ccccc1/C=C1\SC(=S)N(Cc2ccccc2)C1=O | -3% |
| COc1cccc(NC(=O)CCP(C)(=O)O)c1 | -6% |
| CCN(Cc1ccccc1)C(=O)Cn1cnc2c1c(=O)n(C)c(=O)n2C | 8% |
| CC/C(=N/Nc1ccccc1)c1cnnc(SC)n1 | 2% |
| Cc1ccccc1C(=O)c1c[nH]c(C(=O)NCc2ccco2)c1 | -6% |
| Cc1ccccc1OCC(=O)NC(=S)Nc1ccc(Br)c(C)n1 | -15% |
| CCOC(=O)c1c(NC(=O)Cc2ccc(OC)cc2)sc(C(=O)Nc2cc(C(F)(F)F)ccc2Cl)c1C | -5% |
| CCN1C(=O)C(Cc2nc3ccccc3c(=O)n2-c2ccccc2)c2ccccc21 (stereo not drawn) | -4% |
| CC(C)CCNS(=O)(=O)c1ccc(Cl)cc1 | 4% |
| C/C(CC(=O)NCCCN1CCOCC1)=N\NC(=O)COc1ccc(Cl)cc1 | -8% |
| COc1ccc(C)cc1NC(=O)CSc1nnc(-c2ccccn2)n1Cc1ccco1 | -4% |
| CCOc1nc(NCCc2ccc(OC)c(OC)c2)nc(NC(C)(C)CO)n1 | -9% |
| Cc1cc(NC(=O)CSc2nc(C(C)C)nc3sc4c(c23)CCCC4)no1 | -9% |
| O=C(CSCc1ccc(F)cc1)N1CCN(c2ccc(F)cc2)CC1 | 4% |
| COc1ccc(C(NC(=O)c2cccc(OC)c2)NC(=O)c2cccc(OC)c2)cc1 | -15% |
| CC(C)(C)C1(C)OC(C(N)=O)C(C(N)=O)O1 (stereo not drawn) | -9% |
| O=C(Cc1cccs1)N1CCC(c2nc3c(nnn3Cc3ccccc3Cl)c(=O)[nH]2)CC1 | 0% |
| O=C(NCCNC(=O)c1cc(OCC(F)(F)F)ccc1OCC(F)(F)F)Nc1ccc(Cl)cc1 | -6% |
| O=C(NC1CCCCC1)c1cc(-c2ccco2)on1 | -4% |
| CCCCNC(=O)CCC(=O)Nc1ccc2nc(N3CCOCC3)cc(C)c2c1 | -12% |
| Cn1c(=O)n(Cc2ccccc2Cl)c2ccccc21 | 3% |
| O=C(NCCO)C(=O)NCCc1ccccc1 | 9% |
| O=C1Cc2ccccc2C(=O)N1CCc1ccccc1 | -3% |
| O=C(NCC1CCCO1)C(c1cccnc1)N(C(=O)Cc1cccs1)c1ccccc1 (stereo not drawn) | -14% |
| O=C(CNC(=O)Cc1ccccc1)NCC(=O)OCc1ccc(C(=O)c2ccccc2)cc1 | -6% |
| Cc1ccc(S(=O)(=O)c2c(C)nn(C(C)(C)C)c2OC(=O)C(C)(C)C)cc1 | -10% |
| Cc1cc(C)nc(N2CCC(C(=O)NC3CCCc4ccccc43)CC2)n1 (stereo not drawn) | -4% |
| COc1cccc(OC)c1-c1nn2c(-c3ccccc3Cl)nnc2s1 | -6% |
| Cc1cccc(C)c1NC(=O)C1(NC(=O)C2CCCN2C(=O)OC(C)(C)C)CCCCC1 (stereo not drawn) | 9% |
| O=C(c1cc2ccccc2oc1=O)N(Cc1ccco1)C1CCS(=O)(=O)C1 (stereo not drawn) | 3% |
| N#Cc1cc(C(=O)c2cc(Br)ccc2O)cn(C2CC2)c1=O | 6% |
| CNC(=S)N1N=C(c2ccc(OC)cc2)CC1c1ccc(N(C)C)cc1 (stereo not drawn) | -10% |
| CCOC(=O)c1c(C)n(C)c2ccc(OC(=O)c3ccoc3)cc12 | -25% |
| CCSc1nc2ccccc2n1C(=O)c1ccc(S(=O)(=O)N2CCCCC2)cc1 | -2% |
| O=C(CNC(=O)c1ccco1)NCC(=O)OCc1ccc(Cl)cc1 | -14% |
| COc1ccc(NC(=O)C2C(=O)N(C)C3(C)CC2c2ccccc2O3)cc1 (stereo not drawn) | -3% |
| CCN(CCCNC(=O)CCc1nc(-c2ccc(C)cc2)no1)c1cccc(C)c1 | -5% |
| CCOc1nc(N2CCCCC2)nc(-n2cc(-c3ccccc3)nn2)n1 | -10% |
| CCOC(=O)c1ccccc1Oc1c(F)c(F)nc(NCCO)c1F | 3% |
| CN(C)/C=C(\C#N)C(=O)c1cccc(Oc2ccc(Br)cc2)c1 | 5% |
| O=c1[nH]c(=O)n(Cc2ccco2)c2c1C(C(F)(F)F)(C(F)(F)F)N=C(c1ccco1)N2 | -10% |
| Cc1nnc(Sc2nc(Sc3nnc(C)s3)nc(N3CCN(C)CC3)n2)s1 | -2% |
| CSc1nsc(/C=C/Nc2ccc(Cl)cc2)c1C#N | 1% |
| Cc1cc(-c2c(C)[nH]n(-c3ccc(Cl)cc3)c2=O)n[nH]1 | -4% |
| Cc1oc(-c2ccccc2F)nc1CN1CCC(C(=O)NCc2cccs2)CC1 | 12% |
| CN1/C(=C\C(=O)CN2C(=O)NC3(CCCCCC3)C2=O)C(C)(C)c2ccccc21 | -15% |
| CCN(CC)S(=O)(=O)c1ccc2c(c1)nc(SCc1nc3ccsc3c(=O)[nH]1)n2CC | 2% |
| CCOc1ccc2c(c1)nc(SCC(=O)c1cccs1)n2C | -3% |
| C=CCn1c(=O)c2ccccc2n2c(SCc3nnc(-c4ccccc4Br)o3)nnc12 | 0% |

2 compounds drawn at random from those above, as already listed:
| compound | mouse EphA4 binding |
| --- | --- |
| O=C(Cc1cccs1)N1CCC(c2nc3c(nnn3Cc3ccccc3Cl)c(=O)[nH]2)CC1 | 0% |
| Cc1cccc(C)c1NC(=O)C1(NC(=O)C2CCCN2C(=O)OC(C)(C)C)CCCCC1 (stereo not drawn) | 9% |

(further entries)
| compound | mouse EphA4 binding |
| --- | --- |
| Cc1c(Cl)cccc1NC(=S)N1CCN(Cc2ccccc2)CC1 | -4% |
| O=C1c2ccccc2C(Nc2ccc(S(=O)(=O)N3CCOCC3)cc2)N1c1ccccn1 (stereo not drawn) | 6% |
| Cc1ccc2[nH]c(=O)c(COC(=O)c3ccccn3)cc2c1 | 18% |
| Cc1cnc(NC(=O)c2ccc(-c3nc4ccccc4s3)o2)s1 | 11% |
| CN1CCc2cc3c(c4c2C1CC41CCC(=NO)CC1)OCO3 (stereo not drawn) | 3% |
| Cc1ccc(C2N(c3nccs3)C(=O)C3CCCN32)cc1 (stereo not drawn) | -18% |
| COc1ccnc(N2CCN(c3cccc(C(F)(F)F)c3)CC2)c1C#N | -10% |
| COc1ccc(-n2ccnc2SCC(=O)Nc2ccc(OC)cc2OC)cc1 | -36% |
| Cc1cnn(-c2cc(N/N=C/c3ccccc3)ncn2)c1 | -10% |
| O=C(O)CCc1ccc(-c2cccs2)n1-c1ccc(C(=O)O)cc1 | 2% |
| CCOC(=O)CC(=O)CSc1nc(-c2cccnc2)cc(C)c1C#N | -7% |
| CCOC(=O)N1CCN(C(=O)c2ccc3c(c2)sc2nc(-c4ccccc4)cn23)CC1 | -14% |
| COc1ccc(C(NC(=O)/C=C\c2ccco2)c2ccc(OC)c(OC)c2)cc1 (stereo not drawn) | -11% |
| CC(C)CC(=O)Nc1cc([N+](=O)[O-])ccc1Cl | 2% |
| Cc1oc(-c2ccc(Cl)cc2)[n+]([O-])c1C | -21% |
| COc1cc(/C=C(\C#N)C(=O)NCC2CCCO2)c([N+](=O)[O-])cc1OC (stereo not drawn) | -6% |
| COc1ccc(OC(C)C(=O)Nc2ccccc2F)cc1 (stereo not drawn) | 5% |
| CC1CCN(C(=O)C2CCN(C(=O)c3cc4sccc4n3Cc3ccc(F)cc3)CC2)CC1 | -10% |
| O=C(CN1C(=O)/C(=C/c2cccc(Br)c2)SC1=S)Nc1ccc2c(c1)OCO2 | 38% |
| CCOc1ccc(N(CC(=O)OC)S(=O)(=O)c2ccc(Cl)cc2)cc1 | -1% |
| CCOC(=O)c1sc(NC(=O)c2ccc(S(=O)(=O)N(C)C)cc2)cc1C | -4% |
| COCC(=O)N/N=C/c1ccc(Sc2nc3ccccc3s2)o1 | -5% |
| O=C1NC(=O)C(=Cc2cc([N+](=O)[O-])cc(Br)c2O)C(=O)N1 | -5% |
| CCCc1cc(=O)oc2cc(OCC(=O)N3CCc4ccccc43)ccc12 | -14% |
| CN(C)CC1C(=O)N(c2ccccc2)N(c2ccccc2)C1=O | 14% |
| Cc1ccc(N=C2NC(=O)/C(=C\c3cccc(Br)c3)S2)cc1C | 2% |
| CC(C)(Cl)C1Cc2cc3ccc(=O)oc3cc2O1 (stereo not drawn) | -7% |
| N#CC1=C(Nc2ccccc2)SC=C(c2ccc(F)cc2)N=C1N1CCOCC1 | -4% |
| COc1ccccc1CC(=O)Nc1ccc(-c2noc(COc3cccc(C)c3C)n2)cc1 | -8% |
| CN(C)S(=O)(=O)c1ccc(N2CCCC2)c(C(=O)Nc2ccc(N3CCOCC3)cc2)c1 | 3% |

Another view of some results above.
mouse EphA4 binding | SMILES
-18% | Cc1ccc(C2N(c3nccs3)C(=O)C3CCCN32)cc1 (stereo not drawn)
-10% | COc1ccnc(N2CCN(c3cccc(C(F)(F)F)c3)CC2)c1C#N
-36% | COc1ccc(-n2ccnc2SCC(=O)Nc2ccc(OC)cc2OC)cc1
-10% | Cc1cnn(-c2cc(N/N=C/c3ccccc3)ncn2)c1
2% | O=C(O)CCc1ccc(-c2cccs2)n1-c1ccc(C(=O)O)cc1

The list goes on:
| compound | mouse EphA4 binding |
| --- | --- |
| CCc1ccc(C2CC(c3ccco3)=NN2S(C)(=O)=O)cc1 (stereo not drawn) | -4% |
| Cc1cc(NC(=O)CCCC(=O)N(CC(=O)NC2CCCCC2)c2ccccc2)no1 | 15% |
| CCOC(=O)c1nnc(-c2ccccc2)nc1NCc1ccc(Cl)cc1 | -18% |
| COc1nnc(OC)c2ccccc12 | 8% |
| O=C(C1CCC(=O)N1Cc1cccnc1)N1CCN(c2ccc(F)cc2)CC1 (stereo not drawn) | 4% |
| CCCS(=O)(=O)NCCc1cc2c(OC)ccc(OC)c2[nH]c1=O | -5% |
| C=CCn1c(=N)c(C(=O)NCCCOC)cc2c(=O)n3cc(C)ccc3nc21 | -12% |
| c1ccc2c(-n3cccn3)cccc2c1 | 16% |
| COc1ccc(CN(C)C(=O)c2cccc(C(=O)N(C)Cc3ccc(OC)cc3)c2)cc1 | 4% |
| Cc1ccc([N+](=O)[O-])cc1NC(=O)c1ccc(I)cc1 | -12% |
| Cc1cc(C)n(-c2ccc(C(=O)OCn3nnc4ccccc4c3=O)cc2)n1 | -2% |
| COc1ccc2oc(-c3ccc(C)c(NC(=O)CSc4ccc(Cl)cc4)c3)nc2c1 | -7% |
| O=C(CN1CCN(CCC(=O)Nc2ccccc2F)CC1)Nc1ccc(Cl)cc1 | 7% |
| Cc1cccc(OCCCC(=O)NC(C)C)c1 | -3% |
| N#CCn1c(C2CCCCC2)nc2ccccc2c1=O | -3% |
| Cc1cnc(NC(=O)CN2CCN(c3ccccn3)CC2)s1 | 5% |
| COC(=O)c1sccc1NC(=O)CN(C)NS(=O)(=O)c1ccc(Cl)cc1 | -5% |
| COc1ccc(Nc2nccc3c2nnn3C)cc1 | -20% |
| O=C1C2C3CC(C(Br)C3Br)C2C(=O)N1c1ccccn1 (stereo not drawn) | 24% |
| Cc1nc(NC(C)c2ccccc2)c2oc3ccccc3c2n1 (stereo not drawn) | -4% |
| Cc1cc(C(=O)Nc2c(C)n(C)n(-c3ccccc3)c2=O)c2ccccc2n1 | -4% |
| COc1ccc(OCC(=O)NNC(=O)c2cccs2)cc1 | -19% |
| CC(=O)ON1C(C)(C)Cc2noc(N)c2C1(C)C | -6% |
| c1ccc(CSc2ncnc3c2sc2nc(N4CCOCC4)c4c(c23)CCCC4)cc1 | 3% |
| CCN(CC)CCCNC(=O)c1ccc(Cl)cc1[N+](=O)[O-] | -4% |
| c1ccc(-c2nnc(SCc3nc4ccccc4[nH]3)n2Cc2ccco2)cc1 | -4% |
| COc1ccc(/C=C/C(=O)CC(=O)C(Cl)(Cl)Cl)cc1 | 6% |
| CCN(CC)S(=O)(=O)c1cccc(C(=O)Nc2cccc(C)c2)c1 | -2% |
| COc1ccc(Cl)cc1NC(=O)CSc1nnc(-c2ccncc2)n1CC1CCCO1 (stereo not drawn) | 4% |
| Cc1ccccc1NC(=O)/C=C/c1cccc(C(F)(F)F)c1 | 12%&-11% |
| O=C1NC(c2cn(-c3ccccc3)nc2-c2cccs2)C(C(=O)c2cccnc2)C(O)(C(F)(F)F)N1 (stereo not drawn) | 4% |
| CCOC(=O)CCc1c(C)n(CC)c2cc(-c3ccccc3OC)nn2c1=O | 2% |
| CCOc1ccccc1NC(=O)N1CCC(n2nnc3cc(C)ccc32)CC1 | -8% |
| Cc1ccc(CSCCNC(=O)c2ccc(CN(c3cccc(Cl)c3)S(C)(=O)=O)cc2)cc1 | -2% |
| CCSc1n[nH]c(=O)[nH]c1=O | -16% |
| O=C(Cc1ccccc1)Nc1nc(=O)c2ccccc2s1 | 10% |

As entered above.
mouse EphA4 binding with `C=CCn1c(=O)c2ccccc2n2c(SCc3nnc(-c4ccccc4Br)o3)nnc12` = 0%
mouse EphA4 binding with `N#CC1=C(Nc2ccccc2)SC=C(c2ccc(F)cc2)N=C1N1CCOCC1` = -4%
mouse EphA4 binding with `COC(=O)c1ccc(OCC(=O)c2ccc(O)cc2O)cc1` = -3%
